Screening data: PubChem, several laboratories
ADAM10 inh: inhibitors of human ADAM10; recombinant ADAM10, EDANS/DABCYL FRET peptide cleavage, 3 h; inhibition, % at 7 µM; hit rate 0.62% among 370,000; AID 720582;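 active = inhibition above a per-campaign cutoff equal to the mean of compounds falling between control-based bounds plus 3 SD, cut at about 20% in these data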;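 note: 0% = DMSO wells while the 100% control is not disclosed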
hcDAF-12 act: H. contortus DAF-12 activation, primary screen; HEK293 hcDAF-12 lit1-tk-luc reporter, luminescence; 0% DMSO, 100% Δ7-dafachronic acid; activation, % at 6.8 µM; hit rate 1.4% among 370,000;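 active = activation above the mean of all tested compounds plus 3 SD, cut at about 5.5% in these data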;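 note: 100% = response to 3 µM Δ7-dafachronic acid high control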
PG9 binder: PG9 antibody binding by small molecule; hit rate 0.43% among 360,000; AID 624416; inhibition, % at 6.7 µM; TR-FRET gp120-PG9 antibody binding; in the data active = inhibition above about 8.5%
SMARCA2 act: activators of SMARCA2 function. hit rate 1% among 370,000. activation, % at 9.1 µM. MG213 cells, MMTV-luciferase reporter, dexamethasone, overnight. AID 652017; in the data active = activation above about 7.8%;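 note: 0% = vehicle wells and 100% = reference activator wells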
hgDAF-12 ag: activates the H. glycines DAF-12 receptor ligand-binding domain; activation, % at 6.8 µM; hit rate 1.8% among 370,000; HEK293 GAL4-hgDAF12 UAS-luciferase reporter, agonist luminescence; normalized to butyrate control; AID 687014;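 active = activation above a cutoff set at the mean of all screened compounds plus 3 SD, cut at about 10% in these data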;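 note: 0% = DMSO wells and 100% = sodium butyrate wells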
DAX1 inh-1: inhibitors of human orphan nuclear receptor DAX1 (NR0B1); hit rate 0.99% among 340,000; P51843; inhibition, % at 6.75 µM; HEK293 Gal4-DAX1 luciferase reporter, luminescence; AID 504766;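 active = inhibition above the mean over all tested compounds plus 3 SD, cut at about 4.2% in these data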;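 note: 0% = DAX1-transfected cells with DMSO and 100% = empty-vector control cells with DMSO; inhibition shows as a rise in luminescence from relieved DAX1 repression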
Target sequence (P51843 207-470 limits assumed): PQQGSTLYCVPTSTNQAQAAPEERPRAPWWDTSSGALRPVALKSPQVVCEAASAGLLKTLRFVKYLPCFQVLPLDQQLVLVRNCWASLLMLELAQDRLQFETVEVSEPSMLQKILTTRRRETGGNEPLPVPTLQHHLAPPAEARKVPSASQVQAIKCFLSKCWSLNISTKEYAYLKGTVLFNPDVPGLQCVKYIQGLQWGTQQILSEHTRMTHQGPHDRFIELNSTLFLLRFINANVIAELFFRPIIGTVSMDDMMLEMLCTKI
GAA850 FXN act: frataxin GAA850 promoter activation; HEK293 lucGAA850 FXN promoter luciferase reporter, 24 h; percent of 10 µM SAHA response; activation, % at 6 µM; hit rate 0.56% among 360,000; AID 540364;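 active = activation above the average of all compounds screened plus 3 SD, cutoff fixed separately per campaign, cut at about 7.5% in these data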;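 note: 0% = DMSO wells and 100% = 10 µM SAHA wells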
DAX1 inh-2: inhibitors of DAX1 repression of SF-1 activated StAR promoter | HEK293T StAR-luciferase reporter, SF-1/DAX-1 repression relief | inhibition, % at 6.8 µM | hit rate 1.1% among 370,000 | AID 652010;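 active = inhibition above the mean over all tested compounds plus 3 SD, cut at about 3.6% in these data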;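 note: 0% = DAX-1 cells with DMSO and 100% = cells lacking DAX-1 with DMSO; higher inhibition means more luminescence from relief of DAX-1 repression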
ADAM17 inh: inhibitors of human ADAM17; P78536; recombinant ADAM17, EDANS/DABCYL FRET peptide cleavage; inhibition, % at 6.95 µM; hit rate 0.83% among 370,000; AID 720648;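 active = inhibition above the mean of compounds lying between control limits plus 3 SD, set per campaign, cut at about 8.5% in these data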;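 note: 0% = DMSO-only wells as the low control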
Target sequence (P78536 215-824 limits assumed): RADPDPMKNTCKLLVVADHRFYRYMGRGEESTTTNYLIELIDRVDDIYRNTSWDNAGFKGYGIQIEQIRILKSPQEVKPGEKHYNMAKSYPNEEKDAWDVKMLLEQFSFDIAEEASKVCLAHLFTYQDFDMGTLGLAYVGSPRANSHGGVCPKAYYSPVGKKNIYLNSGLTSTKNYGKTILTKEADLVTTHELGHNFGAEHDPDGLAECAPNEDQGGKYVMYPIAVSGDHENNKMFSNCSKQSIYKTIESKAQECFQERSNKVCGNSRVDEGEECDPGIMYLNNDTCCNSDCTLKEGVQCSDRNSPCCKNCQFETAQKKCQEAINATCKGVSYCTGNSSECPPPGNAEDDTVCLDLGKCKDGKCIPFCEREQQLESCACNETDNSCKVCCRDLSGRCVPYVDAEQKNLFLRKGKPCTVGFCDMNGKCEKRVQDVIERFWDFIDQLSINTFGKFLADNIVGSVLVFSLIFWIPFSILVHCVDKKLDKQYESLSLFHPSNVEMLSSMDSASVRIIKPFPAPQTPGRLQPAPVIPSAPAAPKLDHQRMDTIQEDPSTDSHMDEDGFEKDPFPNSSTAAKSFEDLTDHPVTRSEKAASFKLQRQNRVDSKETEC
ssDAF12 agonist: activators of S. stercoralis DAF-12 nuclear receptor; HEK293 ssDAF-12/GRIP1 lit1-tk-luc reporter, luminescence; % of 3 µM dafachronic acid response; activation, % at 6.8 µM; hit rate 1% among 370,000; AID 652126;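 active = activation above the mean over all tested compounds plus 3 SD, cut at about 0.9% in these data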;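 note: 0% = DMSO-only wells and 100% = 3 µM delta7-dafachronic acid wells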
GC-A act: GC-A (human) enzyme activation; P16066; HEK293 GC-A cells, cGMP TR-FRET, EC30 ANP; 0% at EC30 ANP, 100% saturating ANP; activation, % at 10 µM; hit rate 0.14% among 370,000; AID 1671463; in the data active = activation above about 40%
An asterisk follows results filed as active; i = inactive; x = no result given.

SMILES	ADAM10 inh	hcDAF-12 act	PG9 binder	SMARCA2 act	hgDAF-12 ag	DAX1 inh-1	GAA850 FXN act	DAX1 inh-2	ADAM17 inh	ssDAF12 agonist	GC-A act
CCC(C)(C)n1nnnc1C(c1cc(OC)ccc1OC)N1CCN(Cc2ccccc2)CC1 (configuration not stated)	2	-1.0	-1.5	-2	1.6	-1.0	0.8	0.2	-1	-0.6	-14
CC(C)CCN1CCN(CCCc2ccccc2)CC1CCO (configuration not stated)	8	-0.5	-1.2	1	2.9	2.8	1.2	-0.8	0	-1.2	-3
CCc1c2c3n4c1CCC[C@@H]4C[C@@H]3O[Si](C(C)C)(C(C)C)OC(C)C2=O (some centres not stated)	-37	-2.6	x	x	1.4	x	x	x	-12	-0.6	-11
CC1(C(=O)NCc2ccccc2)CN(S(C)(=O)=O)CC(=O)N1Cc1cccc(F)c1 (configuration not stated)	-8	-1.4	-1.9	-3	-4.0	x	x	1.9	2	-1.2	5
O=C(CN1C(=O)NC2(CCCCCC2)C1=O)c1ccc2c(c1)OCCO2	-6	6.4*	-0.2	1	11*	2.3	4.6	2.1	-1	-0.1	5
CCN1CCN(S(=O)(=O)c2ccc(OC)cc2)CC1	0	1.2	-1.7	-1	-0.7	-1.2	2.0	-0.5	-5	-1.6	3
O=C(NCc1ccccc1Cl)C1CCCN(C(=O)Nc2ccc(F)cc2)C1 (configuration not stated)	5	0.8	0.1	-4	-0.8	-0.6	0.3	-0.1	5	-0.9	-1
Cc1ccccc1C(=O)NC(NCC1CCCO1)C(Cl)(Cl)Cl (configuration not stated)	2	0.4	-0.7	0	0.3	-0.6	-1.1	-0.3	0	-1.2	4
O=C(Nc1c(F)c(F)c(F)c(F)c1F)C1CCCCC1	3	2.6	1.5	1	0.1	-0.3	-0.5	-0.1	2	-1.4	-4
CC1(C)C2CCC(C2)C1(C)NC(=O)C[N+](C)(C)C (configuration not stated)	3	-0.7	-1.2	-1	0.0	-0.9	0.0	-0.1	-3	-0.5	1
Cc1cc(C)n(CCc2nc(-c3cc4ccccc4o3)cs2)n1	8	0.2	-1.9	2	-1.1	-0.8	1.7	-1.5	0	-1.2	-2
CCCCN(C(=O)COC(=O)c1nc2nc(C)cc(C)n2n1)C1CCS(=O)(=O)C1 (configuration not stated)	-4	-0.8	-2.2	-2	-1.0	0.8	2.0	1.6	-2	-0.8	1
CCn1c(SCC(=O)c2cc(OC)ccc2OC)nnc1C1CC1	-1	1.5	0.3	-5	-2.4	0.5	0.0	0.6	-2	-1.4	4
CN(C)S(=O)(=O)c1ccc(-c2csc(N/N=C/c3ccco3)n2)cc1	3	-4.1	-0.9	-8	-2.7	-8.0	-11	-2.4	0	-3.1	0
CCCn1c(=O)c(C(=O)NCC2CCCO2)c(O)c2ccccc21 (configuration not stated)	3	-0.7	8.6*	2	-0.8	-0.2	2.1	-0.9	3	-0.2	0
CCOC(=O)C1CCCCN1Cc1cn(C)nc1-c1ccccc1F (configuration not stated)	-7	-0.3	3.0	-1	3.2	1.9	1.1	0.3	-6	-1.2	-1
Cc1ccc(OCc2ccc(C#N)cc2)c(C(=O)c2cc(C#N)c(=O)n(C3CC3)c2)c1	3	-0.2	-2.3	4	-3.4	2.0	0.3	-0.5	0	-0.7	1
Cc1ccc(C(=O)Nc2c(N)nc(SCC(=O)Nc3cc(C)on3)[nH]c2=O)cc1	1	-0.2	0.2	-1	3.6	0.4	1.6	-0.3	-3	-0.1	3
CCCc1nc2c(s1)CCc1onc(-c3ccc(Cl)cc3)c1-2	3	0.0	0.1	0	0.2	2.6	1.4	0.4	-3	-0.8	-6
COc1ccc(C2(c3ccc(O)cc3O)CC(c3ccccc3Cl)NC(=S)N2)cc1 (configuration not stated)	8	-1.3	1.8	-2	-4.6	0.5	0.7	-0.9	3	-1.3	-5
CCOc1cccc(C(=O)Nc2cccc(-c3nnc(-c4ccc(C)cc4)o3)c2)c1	-6	0.0	0.5	-2	0.0	-0.9	0.7	0.6	-6	-0.8	-11
O=C(Cc1nn[nH]n1)c1ccccc1O	-10	1.9	-1.4	-1	-3.2	0.7	1.1	0.5	-3	-0.6	5
Cc1cc(C(=O)NCc2ccco2)c2ccccc2n1	-16	4.1	-1.4	-1	-0.6	0.2	2.6	0.1	-9	-0.6	-2
CCOc1ccc(Nc2nc3ccccc3c(=O)s2)cc1	-2	-1.5	17*	0	1.1	-0.6	1.6	-0.3	-5	-0.9	1
CC(C)NS(=O)(=O)c1ccc(NC(=O)C(C)OC(=O)CCC(=O)c2cccs2)cc1 (configuration not stated)	-6	-1.0	-0.4	-2	0.1	-0.7	-0.2	0.5	-3	-0.5	-2
CCn1c(C)cc(/C=C2/SC(=O)N(C(C)C(=O)OC)C2=O)c1C (configuration not stated)	5	0.2	-0.6	-1	5.7	0.2	2.6	0.7	-5	0.4	7
CC(C)CCNC(=O)CCc1nnc(COc2ccccc2)o1	1	-0.7	-2.6	1	0.3	-1.8	3.8	-0.7	-5	-1.3	-2
COc1ccc(/C=C/C(=O)Nc2ccc(N3CCOCC3)cc2)cc1	2	-1.8	-1.6	-2	-0.4	0.3	3.5	-0.1	3	-1.4	-4
O=C(CSc1cccc2cccc(Cl)c12)NCc1cccs1	4	-0.1	-1.2	-2	-0.1	-1.6	2.2	-1.0	-1	-1.4	-4
COc1cc(NC(=O)CSc2nc(=O)n(CCN3CCOCC3)c3c2CCC3)cc(OC)c1	-6	-0.2	1.0	-1	-1.4	-0.2	1.3	0.1	-1	-0.9	-2
CCn1nnc(NC(=O)c2ccc(-c3ccccc3[N+](=O)[O-])o2)n1	2	0.9	-1.0	3	5.3	1.4	3.5	0.2	0	-0.2	-7
COc1ccccc1-c1nc(C#N)c(N2CCCCCC2)o1	i	-0.8	-0.9	-3	-0.5	0.3	3.4	-0.3	i	-1.5	-3
O=C(Nc1ccc(Cl)cc1)c1cnc(-c2ccccc2)nc1-c1ccccc1	3	-2.0	1.6	-1	1.0	-1.7	1.9	-0.1	-2	-1.5	1
CCN(CC(=O)NCc1ccc(Cl)cc1)C(=O)COc1cccc(C(F)(F)F)c1	-6	-1.4	2.4	-2	-0.6	-1.9	1.7	-0.3	0	-1.1	-1
Cc1cccc(NS(=O)(=O)c2cccc(C(=O)NCC(c3ccco3)N(C)C)c2)c1 (configuration not stated)	-11	-1.0	-0.2	-1	4.3	0.0	-0.7	-0.2	-3	-1.4	0
O=C1NN(c2cccc(Br)c2)C(=O)/C1=C\c1ccccc1	1	-0.1	-1.1	1	-0.1	-1.3	-0.5	-0.1	-4	-0.7	25
CC(C)(C)c1ccc(C(=O)N2CCC(C(=O)NC3CCCCCC3)CC2)cc1	-4	0.6	-1.0	0	4.6	-1.1	3.7	0.0	-1	-1.1	-3
O=C(C1CCN(S(=O)(=O)c2ccc(Br)cc2)CC1)N1CCOCC1	2	-0.8	-0.6	-1	-0.9	-0.2	-3.8	0.7	1	-0.6	-2
O=C(CSc1nnc(Cn2c(=O)sc3ccccc32)n1CCc1ccccc1)N1CCCC1	-6	0.8	0.0	1	-2.8	0.7	0.1	0.9	-2	-1.7	3
CCN(CC(=O)NC(C)C)C(=O)c1ccc(S(=O)(=O)N(C)c2ccccc2OC)cc1	-1	-1.2	-2.0	1	-0.7	0.1	1.9	-0.4	-2	-1.4	2

Part of the list above, showing only DAX1 inh-1, DAX1 inh-2 and hgDAF-12 ag:
| mol | DAX1 inh-1 | DAX1 inh-2 | hgDAF-12 ag |
| --- | --- | --- | --- |
| COc1ccc(/C=C/C(=O)Nc2ccc(N3CCOCC3)cc2)cc1 | 0.3 | -0.1 | -0.4 |
| CCOc1cccc(C(=O)Nc2cccc(-c3nnc(-c4ccc(C)cc4)o3)c2)c1 | -0.9 | 0.6 | 0.0 |
| CCC(C)(C)n1nnnc1C(c1cc(OC)ccc1OC)N1CCN(Cc2ccccc2)CC1 (configuration not stated) | -1.0 | 0.2 | 1.6 |

Further records
SMILES	ADAM10 inh	hcDAF-12 act	PG9 binder	SMARCA2 act	hgDAF-12 ag	DAX1 inh-1	GAA850 FXN act	DAX1 inh-2	ADAM17 inh	ssDAF12 agonist	GC-A act
COc1ccccc1NC(=O)c1sc2ncn(CC(=O)N3CCC(C)CC3)c(=O)c2c1C	7	1.4	0.7	-3	-0.5	1.0	0.3	-0.4	-6	-1.1	12
Cc1ccnc(N2CCCC(C(=O)Nc3cc(F)ccc3C)C2)n1 (configuration not stated)	-9	0.0	-0.5	-2	0.1	0.9	-1.3	-0.5	-6	-0.8	0
O=C(CCC(=O)N1CCCC1)Nc1nnc(C2CCCCC2)s1	6	-2.0	-0.4	-3	-0.9	-1.1	-1.1	-1.2	-1	-1.3	-3
COc1ccc(N2CCN(C(=O)C3CCN(S(=O)(=O)c4ccccc4)CC3)CC2)cc1	0	-0.9	-1.8	-5	1.5	-3.2	1.7	0.0	0	-1.5	-3
CN(Cc1nc(-c2ccccn2)no1)S(=O)(=O)c1ccccc1	0	-0.2	-0.7	1	0.0	1.0	1.6	-0.1	-6	-0.7	7
O=C(COC(=O)CSc1ccccc1)NC1CCS(=O)(=O)C1 (configuration not stated)	-8	0.2	-0.1	-3	-1.7	1.6	-0.8	-0.4	-9	-0.7	-2
c1ccc([C@H]2CNCCN2CCc2cccc3ccccc23)cc1	4	0.2	-1.8	1	0.1	0.2	2.4	-0.3	2	-0.4	-16
CC(C)(C)S(=O)(=O)c1cnc(-c2cnccn2)nc1N	-11	-0.9	0.0	-2	-0.7	x	1.9	0.2	-6	-1.0	-1
Cn1ncc([N+](=O)[O-])c1C(=O)N1CCOCC1	-9	-1.9	-0.9	-2	-0.8	-0.2	3.0	0.3	-4	-1.1	4
Cn1c(=O)[nH]c(=O)c2c1nc(N1CCCCC1)n2C/C=N/Nc1ccc(C(=O)O)cc1	-1	0.2	-3.1	4	3.3	-2.4	-3.9	0.1	-4	-1.1	3
COC(=O)CCN(C(=O)c1cccc(OC(C)=O)c1)c1ccccn1	3	-0.4	2.1	-5	-0.4	4.5*	-0.2	-0.5	-1	-1.2	3
COc1ccc(N2CCN(S(=O)(=O)c3ccc4c(c3)OCCO4)CC2)cc1	4	-1.1	-1.5	-4	-0.1	-0.3	-1.9	0.6	6	-1.7	0
COc1ccc2[nH]c3c(c2c1)CCN1C(=O)C(CC(=O)NC/C=C(\C)CCC=C(C)C)C[C@H](C(=O)N2CCOCC2)[C@@]31CCC1CCCC1 (some centres not stated)	-3	1.2	-1.1	2	0.8	0.5	-1.6	-0.9	-3	-1.0	-4
CCOC(=O)N1CCC(NC(=O)c2cc3c(=O)n(C)c4ccccc4c3n2C)CC1	-30	-0.8	1.2	4	-0.1	-3.6	0.9	0.2	-3	-1.6	12
O=C(CCC(=O)Nc1ccc(F)cc1)N/N=C/c1cccc(Br)c1	-6	-1.2	0.1	-3	-2.5	-1.1	1.9	0.2	0	-1.0	0
CC(C)(C)c1ccc(N2C(=N)SCC2=O)cc1	-4	-1.1	1.4	-2	-0.3	-0.9	1.1	-0.2	0	-1.2	5
COc1ccc(S(=O)(=O)N(C(C)=O)c2ccc3oc(=O)sc3c2)cc1	17	-0.2	0.0	-2	-3.4	0.1	1.8	-0.4	7	-1.5	8
